High-throughput results as filed in PubChem BioAssay.
influenza NS1A – H1N1 influenza NS1A inhibitors, functional cell based assay (AID 504329). NS1A functional cell-based assay, percent inhibition; higher % means a stronger effect. one-dose inhibition, % at 12.5 µM; IC50 in µM for titrated hits. actives 0.3% (n = 340,000); in the data active = a potency from the dose series; inconclusive = inhibition above about 27% without an active follow-up result; also: strong numbers were not always called active
M. tuberculosis HTS – M. tuberculosis growth inhibition, HTS (AID 449762) | M. tuberculosis H37Rv growth inhibition, 7H9 media; higher % means a stronger effect | inhibition, % at 25 µM, or IC50 in µM where a hit was titrated | actives 0.59% (n = 330,000); in the data active = a potency from the dose series; inconclusive = inhibition above about 70% without an active follow-up result;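 also: bacterial growth assessed after seven days of incubation; strong numbers were not always called active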
inhibitors of VEEV – inhibitors of VEEV TC-83 cytopathic effect, confirmation, Vero cells (AID 588727); Vero cells, VEEV TC-83 cytopathic effect inhibition; higher % means a stronger effect; inhibition, % at 20 µM; hits with a dose series show IC50 in µM; actives 0.13% (n = 350,000); in the data active = a potency from the dose series; inconclusive = inhibition mostly from about 14% at the one dose, without a potency; inactive = the rest, 99 in 100 with inhibition below about 12%; also: strong numbers were not always called active
tuberculosis growth – growth inhibition of non-replicating M. tuberculosis (AID 488890) | Mycobacterium tuberculosis non-replicating, growth inhibition; higher % means a stronger effect | inhibition, % at 25 µM, or IC50 in µM where a hit was titrated | actives 0.39% (n = 320,000); in the data active = a potency from the dose series; inconclusive = inhibition mostly from about 82% at the one dose, without a potency; inactive = the rest, 99 in 100 with inhibition below about 76%;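 also: plate controls were DMSO cells for no effect and high antibiotic wells for full effect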
Salmonella PhoP GFP – PhoP regulon inhibitors, Salmonella typhi PhoP promoter GFP reporter, confirmatory (AID 1850); Salmonella Typhi PhoP-promoter GFP reporter, fluorescence, 4 h; higher % means a stronger effect; one-dose inhibition, % at 50 µM; IC50 in µM for titrated hits; actives 0.33% (n = 310,000); in the data active = a potency from the dose series; inconclusive = inhibition mostly from about 25% at the one dose, without a potency; inactive = the rest, 99 in 100 with inhibition below about 19%;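 also: 0% = induced wells with vehicle and 100% = uninduced wells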
inhibitors of VEEV 10K pilot screen – also measured in inhibitors of VEEV; calls as there; inhibition, %; measured here: 10K pilot screen inhibition
* hit, by the source's call; i = inactive; ? = inconclusive; · = not tested or not shown. Rows are unselected; any-hit rate near 1.5%.

The opening seven entries as a preview:
SMILES	influenza NS1A	M. tuberculosis HTS	inhibitors of VEEV	tuberculosis growth	Salmonella PhoP GFP	others
O=C(COC(=O)c1cc(S(=O)(=O)N2CCOCC2)cs1)c1ccccc1	-2%	-9%	i	3%	-13%
O=C(CSc1nnc(-c2ccc(NS(=O)(=O)c3ccccc3)cc2)o1)NCC1CCCO1 (stereo not drawn)	-21%	0%	0.1%	29%	19%
COc1ccc(-n2c(SCC(=O)Nc3ccc(Cl)cc3)nc(O)c(Cc3ccccc3)c2=O)cc1	21%	-9%	0.5%	17%	-12%
CCn1cc(Cl)c(C(=O)Nc2cc(C(=O)OC)cc(C(=O)OC)c2)n1	2%	2%	1.3%	-25%	-8%
CCCOC(=O)CSC1=C(C#N)C(c2ccccc2Cl)CC(=O)N1 (stereo not drawn)	7%	-4%	0.2%	·	·
CCCCc1nc(S(=O)(=O)c2ccc(Cl)cc2)c(N2CCOCC2)o1	2%	-3%	i	-4%	8%
O=C(Nc1nc2ccccc2s1)c1cc(-c2ccccc2)nn1-c1ccccc1	-9%	-5%	2.1%	27%	-1%

Main list, from the first entry:
SMILES	influenza NS1A	M. tuberculosis HTS	inhibitors of VEEV	tuberculosis growth	Salmonella PhoP GFP	others
O=C(COC(=O)c1cc(S(=O)(=O)N2CCOCC2)cs1)c1ccccc1	-2%	-9%	i	3%	-13%
O=C(CSc1nnc(-c2ccc(NS(=O)(=O)c3ccccc3)cc2)o1)NCC1CCCO1 (stereo not drawn)	-21%	0%	0.1%	29%	19%
COc1ccc(-n2c(SCC(=O)Nc3ccc(Cl)cc3)nc(O)c(Cc3ccccc3)c2=O)cc1	21%	-9%	0.5%	17%	-12%
CCn1cc(Cl)c(C(=O)Nc2cc(C(=O)OC)cc(C(=O)OC)c2)n1	2%	2%	1.3%	-25%	-8%
CCCOC(=O)CSC1=C(C#N)C(c2ccccc2Cl)CC(=O)N1 (stereo not drawn)	7%	-4%	0.2%	·	·
CCCCc1nc(S(=O)(=O)c2ccc(Cl)cc2)c(N2CCOCC2)o1	2%	-3%	i	-4%	8%
O=C(Nc1nc2ccccc2s1)c1cc(-c2ccccc2)nn1-c1ccccc1	-9%	-5%	2.1%	27%	-1%
CCN(CC)CCNC(=O)c1ccc(NC(=O)c2cc(-c3ccco3)nc3ccccc23)cc1	-9%	12%	?	4%	-12%
O=C1NC(=O)C(=Cc2ccc3c(c2)OCO3)C(=O)N1	·	-6%	·	-4%	11%
O=C(NC(=S)N(Cc1ccccc1)c1ccccn1)C1CC1	-14%	6%	0.2%	52%	-4%
COCc1c(C(=O)OCc2c(C)noc2C)oc2ccccc12	0%	11%	0.4%	12%	-12%
CCc1nnc(NC(=O)CSc2nc(-c3ccc(F)cc3)cc(-c3ccccc3)c2C#N)s1	-1%	·	0.4%	·	·
COc1ccc(OC)c(Nc2nc3ccc(C)cc3n3cnnc23)c1	21%	7%	?	-3%	-14%
CCOC(=O)Nc1cc(Br)c2c(c1)OCCO2	-10%	7%	0.1%	-9%	9%
CC(=O)Nc1ccc(NC(=O)COC(=O)c2ccccc2C(=O)c2ccccc2)cc1	-2%	9%	2.0%	16%	·
COc1ccc(-c2cc(C(=O)O)nc3ccc4ccccc4c23)cc1OC	-7%	-2%	2.6%	-3%	8%
COC(=O)C1=C(c2ccc(OC(F)(F)F)cc2)C[C@@H]2CC[C@H]1N2C(=O)N1CCCCC1	2%	-12%	i	-1%	·
Cc1ccc(S(=O)(=O)N2CCN(CC(=O)NCC3(N4CCOCC4)CCCCC3)CC2)cc1	-4%	·	1.2%	·	·
O=C(N/N=C/c1cccnc1)c1cccc(NC(=O)c2cccc(Br)c2)c1	12%	-5%	4.2%	-12%	-5%
CC(C)NC(=O)c1ccc(NC(=O)CC2SC(N3CCCC3)=NC2=O)cc1 (stereo not drawn)	-13%	3%	1.0%	-4%	·
CC12CC3(C)CC(C)(C1)CC(C(=O)NC(=S)N1CCCC1)(C2)C3	7%	1%	1.3%	1%	-4%
CCOc1cnc(C(=O)NNC(=O)c2ccccc2Br)o1	-3%	-1%	1.3%	-8%	3%
Cc1cccc2cc(C(c3nnnn3C(C)(C)C)N(Cc3ccco3)CC3CCCO3)c(=O)[nH]c12 (stereo not drawn)	6%	-3%	i	38%	23%
Cc1ccccc1NC(=O)c1ccc(OCC(=O)Nc2ccccc2F)cc1	-12%	?	1.3%	?	-4%
CCOc1ccc(OCCC(=O)Nc2cccc(S(=O)(=O)N3CCCC3)c2)cc1	-3%	·	5.5%	·	·
The results go on.
SMILES	influenza NS1A	M. tuberculosis HTS	inhibitors of VEEV	tuberculosis growth	Salmonella PhoP GFP	others
CCn1c(CC(=O)Nc2ccc(C)c(Cl)c2)nnc1SCc1ccc(Cl)c(Cl)c1	-19%	3%	i	-5%	-15%
Clc1ccc(-c2cn3cccnc3n2)cc1	-6%	3%	0.4%	-7%	-10%
COc1cccc(C(=O)NC2CC3CCCC(C2)N3CC(=O)Nc2ccccc2C(F)(F)F)c1 (stereo not drawn)	6%	8%	5.0%	20%	3%
O=C(CCC1CCCC1)N1CCC(N2CCN(c3ccccc3)CC2)CC1	-2%	-11%	i	5%	3%
Cc1ccc(/C=C2\S/C(=N/S(=O)(=O)c3cccs3)NC2=O)cc1	-4%	-6%	3.2%	17%	-1%
Cc1ccc(NC(=O)CN2C(=O)CSC2=O)cc1	-8%	-1%	0.3%	17%	2%
COCCCNC(=S)N1CCN(c2ccccc2)CC1	-7%	-9%	0.9%	-9%	4%
COc1ccc2oc(=O)c(C(=O)N3CCN(c4ccccc4)CC3)cc2c1	-5%	-8%	i	-19%	-12%
COCCNC(=O)C(c1ccc(F)cc1)N(Cc1ccccc1)C(=O)CCC(=O)Nc1nccs1 (stereo not drawn)	-14%	-3%	i	-3%	8%
CCCCCCC(=O)Nc1nc(C)c(-c2csc(Nc3cc(OC)ccc3OC)n2)s1	8%	5%	3.9%	5%	-11%
COC(=O)c1ccsc1NC(=O)CSc1nnnn1-c1ccccc1SC	-5%	-5%	3.5%	11%	-5%	inhibitors of VEEV 10K pilot screen=6.2
CC(=O)Nc1ccc(S(=O)(=O)NNC(=O)c2cccc([N+](=O)[O-])c2)cc1	-3%	-2%	0.7%	0%	-6%
Cc1cc2ccccc2n1CCNC(=O)Cc1cccc2ccccc12	6%	-17%	3.4%	55%	-8%
N#CCCn1c(SCC(=O)N2CCN(S(=O)(=O)c3ccccc3)CC2)nc2ccccc21	6%	-12%	0.2%	10%	6%
Cc1oc(-c2cccs2)nc1CN1CCN(CCC(C)C)C(CCO)C1 (stereo not drawn)	-9%	-6%	0.4%	9%	-4%
COC(=O)c1sccc1NC(=O)c1ccc(C(C)C)cc1	-2%	25%	1.5%	12%	3%
CCOC(=O)C1=C(COC(=O)[C@H](C)NS(=O)(=O)c2ccccc2F)NC(=O)NC1C (stereo partly drawn)	-7%	-3%	1.4%	-10%	·
O=C(O)c1cccc(COCC(F)(F)C(F)F)c1	-5%	-8%	2.1%	0%	-18%
CCOC(=O)[C@H]1[C@H]2COc3ccc(Br)cc3[C@@H]2N2C(=O)CN(Cc3ccc(F)cc3)C(=O)[C@@]12C	-15%	-5%	3.7%	13%	·
COCC1CCCCN1Cc1cn[nH]c1-c1ccc2cc(OC)ccc2c1 (stereo not drawn)	-1%	2%	3.5%	-6%	-1%
CC1(C)Cc2nc3sc(C(=O)NCCCO)c(N)c3cc2CO1	0%	4%	2.4%	2%	1%
O=C(NCc1ccc2c(c1)OCO2)C1CCN(Cc2cnn(-c3ccccc3)c2-n2cccc2)CC1	10%	20%	1.0%	-15%	0%
O=C(O)/C=C/c1cn(-c2ccccc2)nc1-c1ccccc1	-7%	6%	0.7%	4%	9%
COc1ccc(/C=C2\Oc3cc(OC(=O)N4CCOCC4)ccc3C2=O)cc1	-19%	3%	1.2%	-7%	3%
Cc1[nH]c2ccccc2c1C(C[N+](=O)[O-])c1cccc(O)c1 (stereo not drawn)	13%	1%	3.8%	7%	12%

Ordered by heavy-atom count (lowest first): 4 of the compounds above.
SMILES	influenza NS1A	M. tuberculosis HTS	inhibitors of VEEV	tuberculosis growth	Salmonella PhoP GFP	others
COCCCNC(=S)N1CCN(c2ccccc2)CC1	-7%	-9%	0.9%	-9%	4%
COC(=O)c1sccc1NC(=O)c1ccc(C(C)C)cc1	-2%	25%	1.5%	12%	3%
Cc1ccc(/C=C2\S/C(=N/S(=O)(=O)c3cccs3)NC2=O)cc1	-4%	-6%	3.2%	17%	-1%
CC(=O)Nc1ccc(S(=O)(=O)NNC(=O)c2cccc([N+](=O)[O-])c2)cc1	-3%	-2%	0.7%	0%	-6%

The results go on.
SMILES	influenza NS1A	M. tuberculosis HTS	inhibitors of VEEV	tuberculosis growth	Salmonella PhoP GFP	others
CC(C)(C)NC(=O)C[C@H]1C[C@H](C(=O)N2CCOCC2)[C@@]2(C)c3[nH]c4ccc(Cl)cc4c3CCN2C1=O	6%	·	i	·	·
Cc1ccccc1CN1[C@@H](Cc2ccccc2)COCCS1(=O)=O	12%	2%	4.5%	-3%	3%
O=C(CCn1c(=S)[nH]c2ccccc2c1=O)N1CCCCC1	3%	-5%	2.7%	-4%	-13%
CCN(CCO)c1ccc(N=Cc2c(O)n(C)c(=S)[nH]c2=O)cc1	·	2%	i	3%	-35%
CN1CCN(C(=O)C23CC4CC(C)(CC(C)(C4)C2)C3)CC1	2%	8%	0.1%	-1%	-5%
COc1cc(/C=N\NC(=O)c2ccc(C)nc2)ccc1OC(=O)c1ccc2c(c1)OCO2	2%	-1%	0.5%	18%	-5%
CC(=O)Nc1c(O)nc(C)[nH]c1=O	·	2%	·	-15%	11%
O=C(/C=C/c1cccc(Cl)c1)c1ccc([N+](=O)[O-])o1	-1%	?	i	?	-15%
O=C(CC(c1ccccc1)c1ccccc1)Nc1ccncc1	-14%	-4%	i	22%	0%
O=S(=O)(c1ccc(Cl)cc1)N1CCNCC1	0%	-2%	i	4%	9%
COc1ccc(-n2c(SCC#N)nnc2-c2ccc(NS(=O)(=O)c3ccc(C)cc3)cc2)cc1	-13%	3%	3.7%	36%	-9%
COCCSc1nnc(NC(=O)c2ccco2)s1	-3%	-3%	i	3%	7%
C/C(=N\NC(=O)c1cc(-c2cccc([N+](=O)[O-])c2)n[nH]1)c1ccccc1O	0%	0%	4.7%	-11%	12%
Cc1ccc(-c2cc(-c3ccccc3C)[nH]n2)c(O)c1	-8%	22µM*	2.0%	4%	-12%
COc1cccc(-c2nnc(NC(=O)c3ccc(Cl)s3)o2)c1	-12%	?	?	·	101µM*
Cc1cccc(C)c1OCC(O)CN1CCc2ccccc2C1 (stereo not drawn)	-1%	-12%	2.2%	1%	14%
COc1ccc(N(CC(=O)Nc2ccc3c(c2)OCO3)S(=O)(=O)c2ccccc2)cc1	-3%	-2%	1.1%	2%	-1%
COc1ccc(-c2csc(-c3ccc(O)cc3)n2)cc1	-5%	24%	3.6%	·	-11%
O=C(CCCCCNC(=O)N1CCn2c1nc1ccccc12)NCc1ccc(Cl)cc1	-13%	-1%	2.7%	19%	-7%
